CCHF vOTU inh = CCHFV vOTU protease inhibitors, primary screen, biochemical, Pep-AMC substrate, fluorescence; AID 651958, 2012; inhibition, % at 11.5 µM; Crimean-Congo hemorrhagic fever virus L polyprotein viral ovarian tumor (vOTU) protease …; actives 0.55% (n = 370,000); in the data active = inhibition above about 30%; note: 0% = vehicle wells with enzyme and 100% = no enzyme wells
PfHsp40 yeast = rescue of yeast from PfHsp40 toxicity, primary screen, S. cerevisiae, ATP luminescence | S. cerevisiae expressing PfHsp40, growth rescue | growth rescue, % at 12.5 µM | actives 0.68% (n = 340,000); in the data active = growth rescue above about 28%, passing the limit was not always enough; inconclusive = no clear call, values can overlap the other calls;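 note: yeast W303a lacking pdr1 and pdr3 grown in galactose medium; growth measured after three days at 30 °C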
SSB-PriA inh = inhibitors of Klebsiella pneumoniae PriA binding to SSB C-terminal tail, primary screen, biochemical, AlphaScreen; PriA–SSB C-terminal tail interaction (Klebsiella pneumoniae); AlphaScreen SSBct-PriA binding, biotinylated peptide; inhibition, % at 33 µM; actives 0.6% (n = 430,000); AID 1272365, 2023; in the data active = inhibition mostly above about 37%, no sharp cut-off; inactive = mostly below about 20%;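 note: plate controls were negative control peptide for no effect and reference peptide for full effect; strong numbers were not always called active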
BH1578 lux ind = inducers of Vibrio cholerae quorum light production without autoinducers, primary screen, BH1578 luxS cqsA deficient, single point | AID 588436, 2011 | actives 0.16% (n = 350,000) | activation, % at 18.7 µM | V. cholerae BH1578 lux reporter, luminescence, 6 h; in the data active = activation mostly above about 9.7%, no sharp cut-off; inconclusive = no clear call, values can overlap the other calls; inactive = mostly below about 3.7%; note: not every result past the cut was called active; inactives centre near 0; reference of the scale not given here
Y pestis TopoI = Yersinia pestis topoisomerase I inhibitors, primary screen, biochemical, cleavage product accumulation, plate reader, single point. actives 0.064% (n = 360,000). activity, % at 10 µM. Y. pestis Topo-I cleavage product accumulation. DNA topoisomerase I (Yersinia pestis CO92); in the data active = activity above about 50%, passing the limit was not always enough; inconclusive = no clear call, values can overlap the other calls; note: inactives centre near 2
BoNT-A LC inh2 = BoNT/A light chain protease inhibitors, primary screen, biochemical, flow cytometry, MLPCN library. Botulinum neurotoxin type A light chain protease (Clostridium botulinum A str. ATCC 3502). actives 0.17% (n = 360,000). AID 588499, 2011. multiplex microsphere protease substrate cleavage. inhibition, % at 10 µM; note: plate controls were buffer without enzyme for full effect and enzyme alone for no effect
DUSP3 inh = VHR1 phosphatase inhibitors, primary screen, biochemical, absorbance, uHTS | inhibition, % at 13.3 µM | actives 0.52% (n = 290,000) | Dual specificity protein phosphatase 3 (Homo sapiens), P51452 | recombinant VHR phosphatase, pNPP absorbance | AID 1654, 2009; in the data active = inhibition above about 50%; note: some compounds called inactive have numbers as strong as hits
Anthrax LF prot = Bacillus anthracis LF protease inhibitors, primary screen, biochemical, multiplex microsphere, MLPCN library. multiplex microsphere protease cleavage assay. inhibition, % at 10 µM. Lethal factor (Bacillus anthracis), P15917. actives 0.12% (n = 360,000); note: plate controls were buffer without enzyme for full effect and enzyme alone for no effect
3CLpro inhibitor = SARS-CoV 3CLpro protease inhibitors, primary screen, biochemical, quenched FRET; recombinant SARS-CoV 3CLpro, quenched FRET peptide cleavage; inhibition, % at 6 µM; actives 0.14% (n = 290,000); AID 1706, 2009; in the data active = inhibition above about 12%
TcdB inh = TcdB glycohydrolase inhibitors, primary screen, biochemical, single point, plate reader; TcdB glycohydrolase enzymatic assay; inhibition, % at 9.99 µM; actives 0.24% (n = 350,000); in the data active = inhibition above about 10%
* = called active by the depositor; i = inactive; u = inconclusive; x = not tested or not shown; & = joins results of further samples. Cut-off read from the data, not from the text of the source, unless noted: active = inhibition above about 30%; inconclusive = no clear call, values can overlap the other calls; inactive = below that.

SMILES	CCHF vOTU inh	PfHsp40 yeast	SSB-PriA inh	BH1578 lux ind	Y pestis TopoI	BoNT-A LC inh2	DUSP3 inh	Anthrax LF prot	3CLpro inhibitor	TcdB inh
CC1(C(=O)NS(=O)(=O)c2ccc(C#N)cc2)CCN1C(=O)C1(c2ccc(Cl)cc2)CC1 (configuration not stated)	2	x	x	-0.1	2	-0.1	x	1	x	-1.0
O=[N+]([O-])c1ccccc1S(=O)(=O)NCCC1=CCCCC1	-9	0.0	2	x	0	1.7	10	1	-3	x
CC(C)NC(=O)COC(=O)C1CSC2(c3ccc(Br)cc3)CCC(=O)N12 (configuration not stated)	2	0.3	-5	i	9	-1.9	7	-4	0	-3.8
CC(=O)Nc1nnc(SCc2cccc(F)c2)s1	-14	0.7	-8	-0.3	-2	-0.6	16	5	2	0.4
CN1/C(=C\C(=O)COC(=O)CNC(=O)c2ccc3ccccc3c2)C(C)(C)c2ccccc21	6	2.2	0	-0.4	15	u	-2	u	-3	-1.3
CN(CC(=O)Nc1ccc(F)cc1)C(=O)COc1ccccc1Cc1ccccc1	10	-0.8	-4	-1.4	14	-45	x	-13	x	-1.4
CSc1ccccc1NC(=O)c1ccc(Cl)s1	-9	-1.0	-30&-38	-0.4	3	-0.6	-10	-1	3	x
O=C(c1ccc(Cl)c([N+](=O)[O-])c1)N1CCCc2ccccc21	5	-0.7	5	-0.8	6	-2.4	6	1	1	2.9
CCCCCCCCNC(=O)c1ccc(C)cc1	0	x	x	x	x	x	3	x	5	-0.2
O=C(Oc1cccc(NC(=O)c2ccccc2Cl)c1)c1ccc([N+](=O)[O-])cc1	10	14	11	i	-17	0.0	18	-2	-4	x
CCCCCC(NC(=O)C1CCN(C(=O)[C@@H](NS(=O)(=O)c2ccc(C)cc2)C(C)C)CC1)C(=O)O (some centres not stated)	-6	-0.4	-16	-0.4	-5	0.2	29	-5	-4	-0.9
N=c1c(C(=O)NC2CCCC2)cc2c(=O)n3ccccc3nc2n1CCN1CCOCC1	-37	-0.9	0	6.2	0	0.2	6	-2	-2	x
O=c1c2cnn(-c3ccccc3)c2nc(-c2cccs2)n1-c1ccc(Br)cc1	16	0.2	-7	-1.4	-1	-0.6	12	4	4	x
Cc1ccc(OCCCN2C(=O)C(=O)c3cccc(C)c32)cc1	14	-0.8	-13	x	10	0.3	36	-6	6	x
CC(=O)c1ccccc1OCCn1nnc(-c2ccc(C)cc2)n1	-2	0.9	-6	i	9	0.1	9	5	0	x
Cc1csc2nc(CNS(=O)(=O)c3ccc4c(c3)OCCO4)cn12	-3	63*	-17	-1.1	2	-0.7	16	-6	2	1.4
Cc1ccc2c(=O)[nH]c(Nc3nc(C)cc(-c4ccccc4)n3)nc2c1	-7	0.4	3	-0.4	13	0.6	50	1	1	0.5
O=S(=O)(N1CCCCCC1)N1CCN(S(=O)(=O)N2CCOCC2)CC1	16	0.8	4	0.9	-2	0.1	-9	0	5	x
COC(=O)C1=C(C(=O)OC)C(C(=O)OC)C(C(=O)OC)C(C(=O)OC)(C(=O)OC)C(C(=O)OC)=C1C(=O)OC (configuration not stated)	7	-0.6	0	i	-1	0.2	x	-7	x	-1.0
O=C1NC(=S)N(c2ccccc2)C(=O)/C1=C/c1ccco1	5	0.2	-3	0.9	-17	-2.2	10	0	-3	0.3
Cc1ccc(C2=NN(C(=O)CSc3nccn3C)C(c3ccco3)C2)cc1 (configuration not stated)	5	0.0	15	0.8	9	-0.1	14	-2	0	0.4
CC(C)Sc1nc2c(c(=O)[nH]c(=O)n2C)n1Cc1ccc(Cl)cc1	8	-0.7	10	i	19	-0.9	2	0	-2	x
CCN=C1SC(C(=O)Nc2ccc(OC)cc2)CC(=O)N1CC (configuration not stated)	9	-0.6	-13	i	4	-0.1	26	4	1	0.0
c1ccc(OCCOCCN2CCc3ccccc3C2)cc1	-7	-1.8	5	i	9	-3.7	11	1	4	-0.1
Cc1cc(=O)oc2c(C)c(OC(C)C(=O)NCCCN3CCCC3=O)ccc12 (configuration not stated)	7	1.2	9	-5.5	-3	0.1	21	0	-2	-0.1
COc1ccc(C(=O)CSc2nn3c(=O)c(C(C)(C)C)nnc3s2)cc1	-4	-0.7	6	0.6	28	-0.3	16	3	-4	x
Cc1c2ccccc2nc2ccccc12	-25	1.6	-5&-3	-0.9	-4	1.1	x	-20	x	0.6
COc1ccccc1N1CCN(C(=O)C(C)NC(=O)c2cccc([N+](=O)[O-])c2)CC1 (configuration not stated)	3	-1.0	-8	-0.2	9	0.2	33	5	-7	0.4
Cc1cc(C)cc(N(CCC(=O)O)S(=O)(=O)c2ccc(Cl)cc2)c1	7	0.9	4	-0.2	4	0.5	4	-1	5	1.5
Cc1cccc(NC(=O)Cc2ccc(NC3=NC4CS(=O)(=O)CC4S3)cc2)c1 (configuration not stated)	-3	0.0	-5	-1.3	5	-0.4	9	14	-6	-1.6
N#CCC(=O)Nc1ccc(C(=O)OCC(=O)Nc2cc(-c3ccccc3)nn2-c2ccccc2)cc1	9	x	x	i	1	0.3	x	-2	x	0.0
N#Cc1cccc(NC(=O)c2cc(C3CCCCN3C(=O)c3ccc4c(c3)CCO4)on2)c1 (configuration not stated)	1	x	x	i	14	0.0	x	0	x	-0.1
Cc1ccc2[nH]c(=O)c(CN(CCCN(C)C)C(=O)Nc3cccc(Cl)c3)cc2c1	2	-0.8	-18	i	-13	u	22	-7	-4	1.5
O=C(Nc1ccc(F)cc1)N1CCN(c2ccc3nnc(-c4ccc(F)cc4)n3n2)CC1	5	-1.2	-10	-0.3	0	-0.8	-16	-5	0	1.0
O=C(COC(=O)c1ccc([N+](=O)[O-])o1)NCc1ccc2c(c1)OCO2	18	168*	-3	i	5	0.1	x	-7	x	-0.5
C=CCSc1nnc(NC(=O)C2=COCCO2)s1	7	-0.3	2	i	-7	0.7	x	4	x	0.2
NS(=O)(=O)c1ccc(CCNC(=S)NC2CCCC2)cc1	-9	0.4	2	i	6	0.5	22	3	1	0.4
COC(=O)c1cc(COC(=O)c2ccc3ccccc3n2)oc1C	-18	0.1	-7	-2.2	-1	0.2	7	2	1	x
CCOc1cccc(C(=O)NC(=S)Nc2ccc3c(c2)OCCO3)c1	3	-0.4	-9	i	3	-0.7	-21	0	-5	-0.1
COc1ccccc1NP1(=O)OCC(C)([N+](=O)[O-])CO1 (configuration not stated)	0	0.9	-3	i	8	-0.3	x	-7	x	-0.3
COc1cc(/C=N/NC(=S)NCCN2CCOCC2)cc(OC)c1O	-8	-0.4	x	-0.1	-2	-0.3	0	-6	1	3.9
O=C(CSc1ncn[nH]1)NCc1ccccc1Cl	9	0.4	-2	-0.6	20	1.4	21	-1	-3	2.3
CN(C)C(CNC(=O)CCNC(=O)c1ccc(Br)cc1)c1ccco1 (configuration not stated)	-3	1.4	-7	-5.0	0	1.7	x	-1	x	6.0
O=C(NCC(c1ccco1)N1CCc2ccccc2C1)c1ccc(F)cc1 (configuration not stated)	14	-0.5	-1	-5.6	14	0.6	x	-3	x	5.7
Cc1ccccc1N(Cc1ccccc1F)S(C)(=O)=O	-6	0.1	-3	-0.1	-8	1.4	14	0	-1	x
CCOC(=O)c1cccc(NC(=O)C2(S(=O)(=O)c3ccc(Cl)cc3)CC2)c1	11	-1.0	-17	i	7	0.0	-11	-2	-3	3.5
CCC(CC)C(=O)N1CC(=O)Nc2ccc(C)cc2C1c1ccccc1 (configuration not stated)	-10	-1.4	-7	8.9	2	4.0	-15	-7	2	-0.3
O=C(Nc1cc(C(=O)N2CCN(c3ccccc3)CC2)ccc1Cl)c1cccs1	4	3.7	-10	-13	30	0.7	x	-6	x	0.5
CCCC(=O)N1CCCC(c2cc(C(=O)Nc3ccccc3)no2)C1 (configuration not stated)	3	x	x	0.3	1	-0.3	x	-2	x	1.2
CCCCC(C(=O)N/N=C/c1ccccn1)C(=O)N/N=C/c1ccccn1	5	0.9	i	i	1	-3.0	13	-2	5	-1.8
CC[N+]1=CN(c2ccccc2)C(C)=CC1(C)C	-2	0.5	2	-0.2	-5	13	-20	10	4	0.0
Cc1csc2nc(CCNS(=O)(=O)c3cccs3)cn12	7	-1.6	1	-0.3	-6	-1.2	6	-1	0	-0.5
Cn1nc(C(F)(F)F)c2cc(C(=O)Nc3ccc(F)cc3F)sc21	11	1.5	-13	-0.7	1	0.2	17	-9	1	x
O=S(=O)(c1ccc(Br)cc1)n1c(Cc2ccccc2)nc2ccccc21	-3	13	-22	-3.7	8	-0.3	-4	-1	-1	2.9

Gathered by group, the entries above containing a Cl atom
SMILES	CCHF vOTU inh	PfHsp40 yeast	SSB-PriA inh	BH1578 lux ind	Y pestis TopoI	BoNT-A LC inh2	DUSP3 inh	Anthrax LF prot	3CLpro inhibitor	TcdB inh
CC1(C(=O)NS(=O)(=O)c2ccc(C#N)cc2)CCN1C(=O)C1(c2ccc(Cl)cc2)CC1 (configuration not stated)	2	x	x	-0.1	2	-0.1	x	1	x	-1.0
CSc1ccccc1NC(=O)c1ccc(Cl)s1	-9	-1.0	-30&-38	-0.4	3	-0.6	-10	-1	3	x
O=C(c1ccc(Cl)c([N+](=O)[O-])c1)N1CCCc2ccccc21	5	-0.7	5	-0.8	6	-2.4	6	1	1	2.9
O=C(Oc1cccc(NC(=O)c2ccccc2Cl)c1)c1ccc([N+](=O)[O-])cc1	10	14	11	i	-17	0.0	18	-2	-4	x
CC(C)Sc1nc2c(c(=O)[nH]c(=O)n2C)n1Cc1ccc(Cl)cc1	8	-0.7	10	i	19	-0.9	2	0	-2	x
Cc1cc(C)cc(N(CCC(=O)O)S(=O)(=O)c2ccc(Cl)cc2)c1	7	0.9	4	-0.2	4	0.5	4	-1	5	1.5
Cc1ccc2[nH]c(=O)c(CN(CCCN(C)C)C(=O)Nc3cccc(Cl)c3)cc2c1	2	-0.8	-18	i	-13	u	22	-7	-4	1.5
O=C(CSc1ncn[nH]1)NCc1ccccc1Cl	9	0.4	-2	-0.6	20	1.4	21	-1	-3	2.3
CCOC(=O)c1cccc(NC(=O)C2(S(=O)(=O)c3ccc(Cl)cc3)CC2)c1	11	-1.0	-17	i	7	0.0	-11	-2	-3	3.5
O=C(Nc1cc(C(=O)N2CCN(c3ccccc3)CC2)ccc1Cl)c1cccs1	4	3.7	-10	-13	30	0.7	x	-6	x	0.5

Screens as filed in PubChem.

Not all compounds are listed. The share of hits here may be higher or lower than overall.
